From PubChem
Sm TGR block: S. mansoni TGR enzyme inhibition. Q962Y6. purified TGR, DTNB reduction, TNB absorbance 405 nm. Potency, µM (doses to about 114 µM), inactives show at the highest dose activity change, negative = inhibition, hits mostly inhibitors. 360,000 compounds, 3% hits; note: nearly all actives have a fitted effect of over 60% in size
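First, TGR (20 nM dispensed) and NADPH were mixed with compound. Second, a 15 min room-temperature incubation followed. Third, further NADPH and then DTNB were added to start the reaction. Finally, TNB absorbance was monitored kinetically.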
Pf growth 48h: P. falciparum growth inhibition at 48 hours (one generation). P. falciparum luciferase growth in erythrocytes, 48 h. Potency, µM (doses to about 28.7 µM), inactives show top-dose activity change, negative = inhibition, most hits filed as inhibitors. 310,000 compounds, 5.9% hits. AID 504832
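Erythrocytes infected with P. falciparum carrying an integrated firefly luciferase reporter (2% hematocrit, 0.1% parasitemia final) were exposed to compounds in RPMI 1640 with 0.5% Albumax at 37 C, 5% CO2. Growth inhibition was scored as reduced luminescence.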
LmPK inhibitor: blocks Leishmania mexicana pyruvate kinase activity; Potency, µM (top dose mostly 57.5 µM), inactives show top-dose activity change, negative = inhibition, most hits filed as inhibitors; 290,000 compounds, 0.37% hits; AID 1721; purified LmPK, Kinase-Glo ATP luminescence, 1 h
Target sequence (Q27686 whole entry, looked up): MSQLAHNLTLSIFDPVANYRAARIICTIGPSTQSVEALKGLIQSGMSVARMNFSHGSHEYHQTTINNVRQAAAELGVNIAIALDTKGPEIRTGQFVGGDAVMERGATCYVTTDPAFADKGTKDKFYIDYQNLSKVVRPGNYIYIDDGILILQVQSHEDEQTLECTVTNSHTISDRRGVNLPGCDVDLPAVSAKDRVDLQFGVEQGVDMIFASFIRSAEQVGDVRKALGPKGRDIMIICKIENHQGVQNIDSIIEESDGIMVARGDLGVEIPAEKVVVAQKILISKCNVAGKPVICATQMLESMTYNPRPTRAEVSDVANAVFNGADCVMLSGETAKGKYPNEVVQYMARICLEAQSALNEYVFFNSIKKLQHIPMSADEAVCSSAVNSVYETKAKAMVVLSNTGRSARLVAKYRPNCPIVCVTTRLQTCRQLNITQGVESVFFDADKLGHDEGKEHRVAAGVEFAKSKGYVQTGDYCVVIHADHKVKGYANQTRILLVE
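In 50 mM imidazole pH 7.2 with 7 mM MgCl2, LmPK (0.1 nM) turned over PEP (0.5 mM) and ADP (0.1 mM) for 1 h at room temperature. Luciferase read-out of ATP.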
HCV inh: blocks hepatitis C virus; 340,000 compounds, 3.4% hits; Huh7.5.1 HCVcc-Cre infection, luciferase reporter, 44 h; AID 651820; Potency, µM (highest dose often 41.8 µM), without a hit: at the top dose activity change, negative = inhibition, hits mostly inhibitors
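Whole-lifecycle infectious HCVcc-Cre system; cells 1,000/well, compound then virus (~0.5 moi) added 4 h after plating, 44 h culture. Luciferase read 15 sec following 15 min substrate incubation, room temp.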
Tb PYK inh: blocks Trypanosoma brucei pyruvate kinase | TbPYK enzyme, Kinase-Glo Plus ATP luminescence, 45 min | AID 624173 | Potency, µM (highest dose often 76.8 µM), for the others: top-dose activity, negative = inhibition, hits mostly inhibitors | Q57TT1 | 410,000 compounds, 0.12% hits; note: nearly all actives have a fitted effect of over 50% in size
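Glycolytic pyruvate kinase of T. brucei was incubated with substrate, test compound and 130 uM ADP for 45 minutes at room temperature. Luminescent Kinase-Glo Plus signal was measured after 10 minutes.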
Pf growth 96h: P. falciparum growth inhibition at 96 hour, primary screen for plastid delayed-death inhibitors. P. falciparum luciferase reporter growth, 96 h. Potency, µM (top dose mostly 28.7 µM), inactives show at the highest dose activity change, negative = inhibition, most hits filed as inhibitors. 320,000 compounds, 6.9% hits
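Delayed-death screen, second-generation endpoint: infected erythrocytes, 2% hematocrit, 0.05% parasitemia final; 96 hours at 37 C, 5% CO2; luciferase detection reagent; luminescence decrease equals reduced growth.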
* = called active by the depositor; ? = inconclusive; . = no result given; & = joins results of further samples; [ ] = remark or other dose. Calls come from the whole dose curve; as a rule, active = well fitted curve in the direction sought with a large enough effect; inconclusive = small, poorly fitted or top-dose-only effect, or another doubt; inactive = no such curve, though single readings can be large; an effect the other way counts as inactive or inconclusive. % is set by controls: 0 for no effect and ±100 for the full control effect; potency is the fitted concentration of half-maximal effect.

Every second line gives: Sm TGR block	Pf growth 48h	LmPK inhibitor	HCV inh	Tb PYK inh	Pf growth 96h
> COC(=O)C1=C(C)N(Cc2ccco2)C(=O)C1
    18µM*	0%	-8%	3%	-5%	1%
> COc1cccc(NC(=O)CCNC(=O)Cn2ccc3ccccc3c2=O)c1
    0%&3%	.	-2%	17%	-3%&-5%	?
> COC(=O)CC1Oc2ccccc2N(Cc2ccccc2)C1=O (stereo not given)
    -1%	6%	2%	-2%	1%	-11%
> CN(/C=C/C(=O)C(F)(F)F)Cc1ccccc1
    -25%	42%[activator]	-2%	21%	-2%	-2%
> CC(CN1C(C)CCCC1C)OC(=O)c1ccccc1Br (stereo not given)
    10%	13%	1%	6%	-6%	?
> O=C(COc1ccccc1F)Nc1ccc(-c2nc3ccccc3s2)cc1
    -6%	92%[activator]	.	.	-4%	173%[activator]
> CC(=O)CSc1ccc(C(=O)O)cn1
    4%	-4%	4%	2%	-10%	5%
> O=C(Cn1c(=O)oc2ccccc21)Nc1ccc(S(=O)(=O)N2CCCCC2)cc1
    -4%	9%	-6%	-7%	16%	.
> COCCN(C(=S)Nc1ccccc1C)C(C)c1cccs1 (stereo not given)
    8%	20%	1%	-3%	-13%	-16%
> CC(C)c1ccc(C(C)NC(=O)C2CCCC2)cc1 (stereo not given)
    30%	92%[activator]	-2%	-8%	-7%	112%[activator]
> CCCCn1c(SCC(=O)c2ccc3c(c2)OCCO3)nnc1-c1ccco1
    ?	?	4%	-4%	?	?
> CCCOc1ccc(C(=O)NCc2cccnc2)cc1
    8%	17%	5%	12%	0%	-3%
> Cc1ccc(-n2nc(C)c(/C=N/NC(=O)c3cccnc3)c2Cl)cc1
    3%	?	1%	0%	6%	31%[activator]
> CCCCNc1c(-c2cccc(SC3CCCCC3)c2)nc2ccc(Cl)cn12
    -5%	10µM*	.	-4%	-6%&-4%	?
> O=C(C1CCCN(S(=O)(=O)c2ccccc2[N+](=O)[O-])C1)N1CCCC1 (stereo not given)
    1%	10%	-3%	-3%	-8%	-28%
> CN(Cc1ccccc1)C(=S)NC(=O)C1CCCCC1
    -1%	4%	0%	0%	-1%	?
> Cc1cc(=S)nc(-c2ccccn2)[nH]1
    -10%	10µM*	7%	1%	-13%	3.7µM*
> CCOc1ccc(/C=C2/SC(=S)N(CCC(=O)Nc3ccc(C(=O)O)cc3)C2=O)cc1
    4%	43%[activator]	5%	18%	-5%	0%
> CCc1cccc(C)c1Nc1nc2ccccc2n2cnnc12
    8%	.	2%	?	8%	20%
> CC(=O)COc1ccc2c(-c3ccccc3)cc(=O)oc2c1C
    -14%	0%	-1%	?	-2%	14%
> COc1ccc2oc(C(=O)OCC(=O)N3CCC(C)CC3)c(C)c2c1
    -12%	0%	-1%	-10%	-1%	-4%
> CCCOc1cccc(C(=O)N2CCN(C(=O)C3CCCO3)CC2)c1 (stereo not given)
    7%	19%	-2%	.	-10%	-36%
> CC(C)NC(=O)COc1ccc2c(c1)C(=O)CC(C)(C)O2
    3%	4%	-1%	-1%	-1%	-19%
> CCOC(=O)Cc1csc(N/N=C/c2ccccc2)n1
    -5%	180%[activator]	-8%	?	-4%	5%
> CC(C)(C)NC(=O)c1cccc2c1OC(C)(C)C2
    2%	-2%	-2%	?	4%	-2%
> Cn1cccc1C(=O)OCc1cc(-c2ccco2)on1
    ?	279%[activator]	.	-3%	2%	156%
> CCC(=O)c1ccc(OCC(=O)Nc2cccc(S(=O)(=O)N(C)c3ccccc3)c2)cc1
    3%	?	.	11µM*	1%	-5%
> O=C1c2cccnc2C(=O)N1C1CCCCC1
    9%	22%	0%	0%	-6%	209%[activator]
> COC(=O)C(C(C)=O)C1=C/C(=N\S(=O)(=O)c2ccc(C)cc2)c2ccccc2C1=O (stereo not given)
    28µM*	.	?	?	-24%	?
> O=C(Nc1ccccc1)C(=O)Nc1cccnc1
    6%	161%[activator]	14µM*	3%	-16%	243%[activator]

Additional records
Every second line gives: Sm TGR block	Pf growth 48h	LmPK inhibitor	HCV inh	Tb PYK inh	Pf growth 96h
> CCn1c(SCC(=O)N/N=C/c2c[nH]c3ccccc23)nnc1-c1ccc(C(C)(C)C)cc1
    -19%	?	-1%	?	-14%	10µM*
> C=CCn1c(SC(C)C(=O)NCc2ccc3c(c2)OCO3)nc2scc(-c3ccccc3)c2c1=O (stereo not given)
    -26%	?	6%	?	-5%	6.6µM*
> CC(NC(=O)Nc1ccccc1F)C(C)(C)C (stereo not given)
    .	-14%	3%	3%	1%	-25%
> C/C(=N\Nc1ccc(Cl)c(C(=O)O)c1)c1ccc2c(c1)OCO2
    ?	181%[activator]	0%	11%	-6%	29%
> CCN(CC)S(=O)(=O)c1ccc(C(=O)NC(=S)N(CCC#N)Cc2cccnc2)cc1
    2%	-14%	-10%	22%	?	-29%
> COc1cc(/C=C(\C#N)c2nnc(N3CCOCC3)n2-c2ccccc2)ccc1O
    -2%	?	2%	-13%	-2%	?
> Cc1ccnc(N2CCC(C(=O)Nc3ccc4c(c3)OCCO4)CC2)n1
    -2%	18%	5%	-15%	-2%	-1%
> Nc1ccc(-c2cnc(-c3ccc(N)cc3)nc2)cc1
    2%	65%[activator]	1%	-26%	-3%	22%
> O=C(NNc1ccccc1F)C1CCC1
    0%	17%	0%	-9%	4%	14%
> O=C(NCc1nc(-c2ccccc2)no1)Nc1ccc(F)cc1
    2%	16%	-1%	-22%	-2%	?
> O=C(c1cc2nc(-c3ccccc3)cc(-c3ccccc3)n2n1)N1CCN(C(=O)c2ccco2)CC1
    -21%	?	4%	14µM*	-2%	-24%[5.75 µM]
> O=C(Nc1cc(Sc2ccccn2)cc([N+](=O)[O-])c1)c1cccc(Cl)c1
    -3%	9.3µM*	1%	8.9µM*	-3%	20%
> CCc1ccc(NC(=O)CN(CC(=O)Nc2ccc(CC)cc2)CC(C)O)cc1 (stereo not given)
    -3%	?	1%	19%	-3%	0%
> NC1=NC(=Nc2cccc(Cl)c2)c2ccccc21
    6%	14%	3%	14%	-2%	2%
> CN(C)S(=O)(=O)c1ccc(C(=O)OCC(=O)c2csc(N3CCCCC3)n2)cc1
    -7%	18%	.	0%	-11%	3%
> Cn1nnnc1SCC(=O)NCc1cc([N+](=O)[O-])ccc1O
    0%	-9%	1%	3%	-4%	?
> O=C(Nc1ccc(C(=O)N2CCCCC2)cc1)C1CCCCC1
    1%	14%	0%	-3%	4%	?
> CCNC(=O)O/N=C(\C)c1sc(-c2ccccc2)nc1C
    5%	17%	-4%	11µM*	1%	?
> O=C(CNC(=O)c1ccc(Br)cc1)OCC(=O)c1ccccc1
    -17%	1%	-4%	2%	-8%	?
> CC(C)(C)NC(=O)NC(=O)COC(=O)c1cccc(OC(F)F)c1
    5%	2%	1%	4%	-10%	-6%
> COc1ccc(COCC(O)CN2CCCCC2)cc1OC (stereo not given)
    -6%	19%	7%	26%	4%	15%
> CCN(CC)CCNCc1ccc(OCc2ccc(Cl)nc2)c(OC)c1
    1%	10µM*	2%	-21%	-5%	?
> COC(=O)CN1C(=S)N(c2ccc(OC)cc2)C(=O)/C1=C/c1ccc(OC)cc1
    20%[57.1 µM]	12µM*	3%	-7%	-21%	-1%
> Cc1c(CCC(=O)N[C@@H](C)C(=O)O)c(=O)oc2cc3occ(-c4ccccc4)c3cc12
    -8%	8%	0%	5%	-6%	7%
> Cc1cc(C)cc(N(C(=O)CCC(=O)Nc2ccccn2)C(C(=O)NC(C)C)c2ccc(O)cc2)c1 (stereo not given)
    0%	-12%	11%	.	.	?
> CN(C)c1ccc(NC(=O)CSc2nc3ccccc3c(=O)n2C2CCCCC2)cc1
    0%	?	-3%	?	14%	-12%
> CC1C/C(=N/O)C(C)CN1 (stereo not given)
    ?	.	-5%	5%	-4%	19%
> Cc1cccc2cc(C#N)c(NCCNS(=O)(=O)c3ccc4c(c3)OCCO4)nc12
    -32%	-15%	9%	?	-3%	5.2µM*
> O=C(OCC(=O)N1CCC(Cc2ccccc2)CC1)c1ccccc1
    -4%	110%[activator]	-4%	-2%	0%	57%[activator]
> Cc1cc(C)c(C)c(Cn2c(CO)nc3ccccc32)c1C
    -3%	?	6%	-21%	3%	?

Reformatted: two of the compounds above.
O=C(Nc1ccc(C(=O)N2CCCCC2)cc1)C1CCCCC1
  Sm TGR block: 1%	Pf growth 48h: 14%	LmPK inhibitor: 0%	HCV inh: -3%	Tb PYK inh: 4%	Pf growth 96h: ?
NC1=NC(=Nc2cccc(Cl)c2)c2ccccc21
  Sm TGR block: 6%	Pf growth 48h: 14%	LmPK inhibitor: 3%	HCV inh: 14%	Tb PYK inh: -2%	Pf growth 96h: 2%

Continuation:
Every second line gives: Sm TGR block	Pf growth 48h	LmPK inhibitor	HCV inh	Tb PYK inh	Pf growth 96h
> O=c1c2c(nc3nc(COc4ccccc4)[nH]n13)CCC2
    -15%	18%	-4%	9%	-1%	.
> Cc1c(Cl)cccc1NC(=O)Cn1cnc(S(=O)(=O)N2CCCC2)c1
    9%&-6%	0%	7%	9%	2%&-5%	7.4µM*
> CC(Sc1nnc(NC2CCCCC2)s1)C(=O)Nc1ccc2c(c1)C(=O)c1ccccc1C2=O (stereo not given)
    4%	-22%	2%	?	-6%	-27%
> COc1ccccc1CN1CCN(Cc2ccco2)CC1
    -20%	.	-3%	3%	-1%	-12%
> CCN(CCO)C(=O)CC1C(=O)NCCN1Cc1c(F)cccc1Cl (stereo not given)
    ?	30%[activator]	7%	2%	-4%	?
> O=C(COc1ccc(-n2cnnn2)cc1)NC1CCCCC1
    -1%	-10%	-9%	18%	-16%	-8%
> COc1ccc(S(=O)(=O)N2CCCCCC2)cc1NC(=O)CN1C(=O)NC(C)(c2ccc(C)cc2)C1=O (stereo not given)
    ?	?	.	?	-8%	?
> Cc1nn(C)c(C)c1CNC(=O)c1nn2c(c1Cl)NC(c1cccs1)CC2C(F)(F)F (stereo not given)
    -13%	?	2%	?	4%	-13%
> Cc1[nH]nc(NCCO)c1[N+](=O)[O-]
    17%	1%	1%	3%	0%	43%[activator]
> CN(C)CC(=O)c1c(N)n(Cc2ccccc2)c(=O)n(C)c1=O
    2%	3%	5%	7%	2%	7%
> CCOC(=O)c1cc(-c2ccccc2C)n(CC2CC(c3cccc([N+](=O)[O-])c3)=NO2)n1 (stereo not given)
    -13%	?	.	?	-3%	?
> COc1ccc(C)cc1NS(=O)(=O)c1ccc(Cl)nc1
    0%	?	.	16%	-10%	7%
> Cc1cc(C)c(OCC(=O)OC(C)C(=O)NC2CC2)c(C)c1 (stereo not given)
    4%	8%	0%	9%	6%	2%
> O=C1CSC(=S)N1c1ccc(F)cc1
    2%	-4%	1%	.	.	19%
> Cn1c(=O)oc2cc(S(=O)(=O)NCCC(=O)NC3CCCc4ccccc43)ccc21 (stereo not given)
    2%	-17%	0%	-4%	5%	-6%
> COc1ccc2c(c1)C1NC(=S)NC(C)(O2)C1C(=O)Nc1ccc(C)cc1C (stereo not given)
    7%	-16%	-5%	24%	-2%	15%

Among those listed so far, these have a nitro group on carbon.
Every second line gives: Sm TGR block	Pf growth 48h	LmPK inhibitor	HCV inh	Tb PYK inh	Pf growth 96h
> O=C(C1CCCN(S(=O)(=O)c2ccccc2[N+](=O)[O-])C1)N1CCCC1 (stereo not given)
    1%	10%	-3%	-3%	-8%	-28%
> O=C(Nc1cc(Sc2ccccn2)cc([N+](=O)[O-])c1)c1cccc(Cl)c1
    -3%	9.3µM*	1%	8.9µM*	-3%	20%
> Cn1nnnc1SCC(=O)NCc1cc([N+](=O)[O-])ccc1O
    0%	-9%	1%	3%	-4%	?
> Cc1[nH]nc(NCCO)c1[N+](=O)[O-]
    17%	1%	1%	3%	0%	43%[activator]
> CCOC(=O)c1cc(-c2ccccc2C)n(CC2CC(c3cccc([N+](=O)[O-])c3)=NO2)n1 (stereo not given)
    -13%	?	.	?	-3%	?

This is a random part of the collection, and some 16% of all compounds hit somewhere here.
